PfHsp90 set2: inhibits growth of yeast expressing Plasmodium falciparum Hsp90; S. cerevisiae expressing PfHsp90, BacTiter-Glo ATP, 48 h; yeast lacking PDR1 and PDR3 efflux regulators; inhibition, % at 9.4 µM; 0.32% of 310,000 active; AID 504621;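 active = every replicate shows inhibition above about 80%, whatever the replicate mean, limit read from the data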;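 also: 0% = DMSO neutral controls and 100% = 20 µM radicicol positive controls; yeast relying on Plasmodium falciparum Hsp90 in place of its own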
phage Ecoli inh: E. coli growth loss with phage present; growth absorbance; inhibition, % at 11.9 µM; 0.26% of 360,000 active; AID 651602; in the data active = inhibition above about 11%
AddAB inh: less growth of phage-infected E. coli with AddAB. E. coli expressing H. pylori AddAB, absorbance growth. inhibition, % at 11.9 µM. 0.29% of 330,000 active. AID 435030; in the data active = inhibition above about 12%;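 also: 0% = vehicle wells of infected cells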
HTR5A inv ctr: HTR5A inverse agonism, opioid heterodimer counter-screen | HTR5A cell line, luminescence | 0.083% of 340,000 active | P47898 | inhibition, % at 9.3 µM; in the data active = inhibition mostly above about 23%, no sharp cut-off; inactive = mostly below about 18%;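 also: 0% = cells with DMSO and 100% = no-cell wells with DMSO; some compounds called inactive have numbers as strong as hits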
E coli growth: bacterial growth inhibition, counter-screen for AddAB inhibitors; 0.27% of 330,000 active; inhibition, % at 11.9 µM; E. coli V3065 growth, OD600 absorbance, 18 h;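 active = inhibition above the campaign's mean inhibition across all tested compounds plus 3 SD, cut at about 9.9% in these data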;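 also: uninfected addAB+ strain grown without phage in ampicillin broth; 0% = DMSO wells and 100% = ciprofloxacin 0.95 µg/ml wells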
MOR-DOR ag: OPRM1-OPRD1 heterodimerization agonism; 0.3% of 340,000 active; activation, % at 9.3 µM; P35372+P41143; AID 504326; cells, luminescence; in the data active = activation above about 18%;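 also: 0% = vehicle-treated cells and 100% = reference agonist; values of inactives mirror those of a sister screen read the other way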
Target sequence (P35372 whole entry, looked up): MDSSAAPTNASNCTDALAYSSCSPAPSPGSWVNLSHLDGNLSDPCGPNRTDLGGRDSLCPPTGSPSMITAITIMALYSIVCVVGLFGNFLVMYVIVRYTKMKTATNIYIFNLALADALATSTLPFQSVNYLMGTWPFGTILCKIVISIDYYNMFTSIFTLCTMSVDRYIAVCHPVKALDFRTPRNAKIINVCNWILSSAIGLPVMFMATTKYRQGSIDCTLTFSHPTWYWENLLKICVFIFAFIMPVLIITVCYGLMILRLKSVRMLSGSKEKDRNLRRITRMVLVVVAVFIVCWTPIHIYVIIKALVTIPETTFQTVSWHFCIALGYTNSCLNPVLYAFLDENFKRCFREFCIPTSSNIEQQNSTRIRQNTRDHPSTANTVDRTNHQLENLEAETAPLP
Target sequence (P41143 whole entry, looked up): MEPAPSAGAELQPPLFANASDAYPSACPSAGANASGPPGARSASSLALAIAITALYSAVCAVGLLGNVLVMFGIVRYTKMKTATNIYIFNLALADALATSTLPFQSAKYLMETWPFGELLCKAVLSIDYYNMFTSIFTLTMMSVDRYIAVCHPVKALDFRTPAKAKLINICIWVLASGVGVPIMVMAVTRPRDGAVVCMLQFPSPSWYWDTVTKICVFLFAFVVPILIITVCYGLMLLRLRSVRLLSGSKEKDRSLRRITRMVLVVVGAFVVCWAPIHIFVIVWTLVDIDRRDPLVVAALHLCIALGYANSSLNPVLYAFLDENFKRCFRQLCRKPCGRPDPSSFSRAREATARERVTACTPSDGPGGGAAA
PKA-R1A activ: activates the PKA-R1A holoenzyme complex. PKA-R1A dissociation, Cy5-IP20 fluorescence polarization; scaled: DMSO 0%, 113 µM cGMP 100%. 0.083% of 340,000 active. AID 504707. activation, % at 11.4 µM. P00514+P68181;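 active = percent activation above the mean of all tested compounds plus 3 SD, cut at about 19% in these data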;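 also: higher means more PKAc released from R1A so a rise in polarization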
PKA-R2B act: PKA-R2B complex activation. P22694+P31323. PKA-R2B holoenzyme dissociation, Cy5-IP20 fluorescence polarization; R2B truncated from residue 108, S112A mutant; 0% DMSO only, 100% 113 µM cGMP. activation, % at 11.4 µM. 0.079% of 340,000 active. AID 504700;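 active = activation above a cutoff set at the mean over all compounds plus 3 SD, cut at about 18% in these data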;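 also: higher means more holoenzyme dissociation and a rise in polarization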
Tat transport: E. coli Tat transport inhibition; E. coli MC4100 TorA-mCherry Tat export, fluorescence; inhibition, % at 10 µM; 0.036% of 340,000 active; AID 488895;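 active = mean replicate inhibition at least 50% and at least half of replicates individually reaching 50%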;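 also: exported cargo escapes ClpAP degradation while cytoplasmic cargo is degraded and loses fluorescence; 0% = median of neutral control wells and 100% = median of NaSCN control wells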
MOR-DOR inv ag: mu-delta opioid heterodimer inverse agonism; inhibition, % at 9.3 µM; cell-based MOR-DOR heterodimer luminescence; 0.21% of 340,000 active; P35372+P41143; in the data active = inhibition above about 22%, passing the limit was not always enough;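 also: 0% = cells with DMSO and 100% = wells without cells with DMSO; values of inactives mirror those of a sister screen read the other way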
SUMO Mot1 rescue: inhibitors of SUMOylation pathway: yeast Mot1-301 growth rescue; S. cerevisiae Mot1-301 growth rescue, ATP luminescence, 38.5C; percent above DMSO median, 100 means doubled; growth rescue, % at 18.8 µM; 1% of 320,000 active; AID 2716;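 active = every valid replicate shows activation above 250% relative to neutral control wells; inactive = the rest, any valid replicate at or below 250%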;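 also: OY570 slx delta 5 strain wells were the positive control but not used for scaling; some compounds called inactive have numbers as strong as hits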
Starred values were filed as active, the others as inactive; / = no result given.

| SMILES | PKA-R1A activ | E coli growth | AddAB inh | MOR-DOR inv ag | phage Ecoli inh | PKA-R2B act | MOR-DOR ag | HTR5A inv ctr | PfHsp90 set2 | SUMO Mot1 rescue | Tat transport |
| --- | --- | --- | --- | --- | --- | --- | --- | --- | --- | --- | --- |
| CCN(CC)c1nc(OC)nc(-n2nnc(C(C)=O)c2C)n1 | -7 | -1.3 | -2.2 | 4 | 0.9 | 4 | -0.7 | 20 | 32 | 6 | 7 |
| COC(=O)c1cc(C(=O)OCC(=O)NC(=O)c2ccccc2)cc([N+](=O)[O-])c1 | 3 | -0.4 | 1.6 | 4 | 3.2 | 3 | -0.7 | 2 | / | 148 | -5 |
| CN(C)C(CNC(=O)CNC(=O)Cc1cccc2ccccc12)c1ccccc1 (stereo unspecified) | -7 | -0.1 | 1.2 | -83 | -0.5 | -3 | 12 | -6 | 39 | 14 | -12 |
| O=C(c1ccccc1)N1CCN(C(=O)c2ccc(OC(F)(F)F)cc2)CC1 | 3 | -1.1 | 5.8 | 11 | 1.1 | -2 | -2.7 | -9 | -2 | 17 | -4 |
| O=C(CCNC(=O)Cn1ccc2ccccc2c1=O)NCCc1ccc(Cl)cc1 | -1 | -2.1 | -3.3 | 11 | 4.7 | 16 | -2.1 | -13 | -25 | 5 | -1 |
| O=C(NNC(=O)C1C2CCCCC21)c1coc(=O)c(Br)c1 (stereo unspecified) | 2 | -1.0 | 2.5 | 14 | 2.8 | 9 | -2.8 | -8 | 9 | 42 | -10 |
| CS(=O)(=O)c1nc(-c2ccccc2)cc(-c2ccccc2)c1C#N | -10 | -2.0 | 0.2 | -11 | / | 6 | 2.1 | -13 | -16 | -4 | 5 |
| Cc1cc(NC(=O)c2ccc3c(c2)C(=O)N(CCC(C)C)C3=O)no1 | -9 | -0.6 | -0.4 | -12 | 2.1 | -10 | 2.3 | -11 | -4 | 1 | -6 |
| NCCCn1c(C(=O)c2ccc(Cl)cc2)c2ccc([N+](=O)[O-])cc2[n+]1[O-] | 2 | 6.5 | 9.2 | -36 | 5.6 | 9 | 6.3 | -13 | -31 | -1 | 21 |
| O=C(Nc1ccc(Cl)cc1)C1C2C=CC3(O2)C1C(=O)N(CCN1CCCCC1)C3C(=O)NC1CCCCC1 (stereo unspecified) | -7 | -1.5 | 0.9 | -15 | -0.6 | 1 | 1.9 | -1 | 6 | 9 | -6 |
| CC(C)c1onc(C(=O)NC(C)c2ccccc2)c1[N+](=O)[O-] (stereo unspecified) | -4 | 2.1 | 0.0 | -7 | 3.7 | -10 | 1.0 | -16 | 5 | 353 | -4 |
| O=C(CSc1nc(-c2ccco2)cc(C(F)(F)F)n1)Nc1ccc(C(=O)N2CCCCC2)cc1 | -8 | -0.3 | 0.0 | -1 | -0.7 | -15 | 0.2 | -10 | -9 | 2 | -1 |
| CC(NCC(O)COCc1cccs1)C1CC2CCC1C2 (stereo unspecified) | 14 | -0.7 | 2.0 | 1 | 1.5 | -4 | -0.1 | 0 | 6 | -24 | -11 |
| CCOC(=O)C1CCN(c2cc(=O)n(-c3ccc(OC)cc3)c(=O)[nH]2)CC1 | 12 | -0.3 | 2.9 | 1 | 2.5 | 16 | -0.1 | 6 | 2 | -24 | 1 |
| CN(C)S(=O)(=O)c1cccc(C(=O)N(Cc2ccc(F)cc2)Cc2ccco2)c1 | -6 | -0.7 | -0.2 | 18 | 1.2 | 10 | -3.1 | -25 | 10 | -4 | 1 |
| CCN(CC)CCNC(=O)c1cc2cc(Br)ccc2s1 | 7 | -1.4 | 0.3 | -1 | 1.8 | -7 | 0.3 | 10 | 10 | -9 | 0 |
| CCOC(=O)C1CCN(C(=O)CCCn2nc(C)c3c(C)n(-c4ccc(C)cc4)nc3c2=O)CC1 | 0 | -3.7 | 0.1 | -8 | 1.6 | 2 | 1.6 | -4 | 7 | 7 | -3 |
| CC(C)CC(NC(=O)C1CCC(C)CC1)C(=O)NCCN1CCOCC1 (stereo unspecified) | -3 | 1.1 | 2.9 | 1 | 2.0 | 0 | -0.1 | -13 | 3 | -7 | 4 |
| CCCn1c(C)cc(C(=O)COC(=O)c2ccc[nH]c2=O)c1C | -2 | -0.1 | 2.9 | 12 | 2.1 | -3 | -2.3 | -25 | -23 | 248 | 0 |
| CCCc1cc(=O)oc2cc(OC(C)C(=O)NC3CC(C)(C)NC(C)(C)C3)ccc12 (stereo unspecified) | -8 | -2.4 | 1.0 | 13 | -2.4 | -4 | -2.6 | -27 | 10 | 27 | 0 |
| C[C@H]1COC(=O)[C@H](CC(=O)OC(C)(C)C)C/C=C\C[C@@H](CC(=O)N(CCO)Cc2ccccc2)C(=O)N1 | 5 | 1.3 | 4.2 | 3 | 3.3 | 3 | -0.5 | 7 | -4 | -16 | 12 |
| CCOC(=O)CNC(=O)CCc1nnc2ccc(N3CCC(C)CC3)nn12 | 10 | -1.7 | 2.4 | 8 | 2.5 | 6 | -1.6 | -10 | -16 | -32 | -3 |
| COc1ccc(C(=O)NCc2nnc(SCC(=O)N3CCOCC3)o2)cc1OC | -15 | 0.2 | 0.3 | 15 | 3.6 | -2 | -2.4 | -3 | -24 | 81 | -2 |
| Cc1cccc(N2C(=O)C3C4CC(C(Br)C4Br)C3C2=O)n1 (stereo unspecified) | -3 | 1.8 | 1.4 | 13 | 3.1 | 4 | -2.1 | 4 | 13 | 28 | -12 |
| CN(C)/N=C/C=C1\CCC/C(=C/c2cccs2)C1=O | -6 | 0.8 | 0.6 | -4 | 1.4 | 2 | 0.8 | -10 | -12 | 0 | 4 |
| CCOC(=O)C1CCCN(C(=O)CNC(=O)c2ccc(Br)o2)C1 (stereo unspecified) | -12 | 1.0 | 2.5 | -1 | 2.1 | -12 | 0.1 | -3 | 3 | -3 | -1 |
| N/C(=N\OC(=O)/C=C/c1ccc(Br)cc1)c1ccccn1 | 4 | 0.2 | 0.9 | -13 | -0.2 | -4 | 2.5 | -3 | 16 | 3 | 4 |
| COc1ccc(OCc2cc(C(=O)NCCN3CCCc4ccccc43)no2)c(Cl)c1 | -3 | 0.9 | -0.3 | -16 | 0.1 | -11 | 2.4 | -3 | -5 | -19 | 6 |
| CC1CC(C)(C)NCc2ccccc21 (stereo unspecified) | -1 | -2.3 | 2.9 | 12 | 1.7 | -3 | -2.9 | 4 | 9 | -11 | 0 |
| O=C1CC(C(=O)N2CCN(Cc3ccccc3)CC2)CN1Cc1ccccc1 (stereo unspecified) | -7 | -1.4 | 3.6 | 16 | 4.3 | -6 | -3.0 | -16 | / | 47 | -8 |
| OCCc1ccc(O)cc1 | -3 | 1.0 | 0.8 | 18 | 3.9 | 7 | -3.4 | -37 | 7 | 0 | -6 |
| CCCOCC(O)CC(CC)C(=O)NNC(=S)Nc1ccccc1 (stereo unspecified) | -6 | -0.3 | 3.1 | 8 | 4.9 | -3 | -1.6 | -3 | 5 | -30 | 2 |
| CCOC(=O)/C(N=Nc1ccc(F)cc1)=C(/O)c1ccc([N+](=O)[O-])cc1 | 5 | -0.4 | 2.0 | -5 | 2.1 | 4 | 1.0 | 22 | 1 | / | 14 |
| COc1ccc(C2CC(c3ccc(Br)cc3)=NN2C(=O)c2cccnc2)cc1 (stereo unspecified) | -2 | -0.1 | 1.0 | -10 | 1.8 | 2 | 1.9 | -1 | -61 | -21 | 6 |
| C=CCOc1ccc(S(C)(=O)=O)cc1 | 5 | -0.3 | 1.3 | 13 | -0.7 | -9 | -2.2 | 0 | 11 | 9 | -1 |
| CCN=C1S/C(=C\c2cc(OCC)c(O)cc2Br)C(=O)N1CC | -2 | 0.3 | -1.3 | -27 | 3.1 | 2 | 5.2 | 6 | -26 | -21 | 0 |
| CCOC(=O)c1cc(CC)sc1NC(=O)C(c1ccccc1)c1ccccc1 | 1 | -0.9 | 1.2 | 8 | -0.8 | -1 | -1.5 | 12 | -12 | 12 | 9 |
| Cc1cc(C)c(C)c(C(=O)C(=O)c2ccccc2)c1 | 6 | / | / | 8 | -0.4 | -5 | -1.8 | 4 | 18 | / | -8 |
| NC(=O)COC(=O)c1ccc(Oc2ccccc2)cc1 | 2 | -0.6 | 3.0 | 10 | 3.1 | -2 | -1.8 | -3 | / | -3 | -4 |
| COc1ccc(/C(N)=N/OC(=O)C2CCC(=O)N2S(=O)(=O)c2ccc(C)cc2)cc1 (stereo unspecified) | -9 | 0.3 | 0.5 | 9 | 0.9 | 0 | -1.7 | 2 | -6 | 13 | 1 |
| C[C@@H](NC(=O)c1[nH]cnc1C(=O)Nc1ccc(Cl)cc1)c1ccccc1 | -1 | -2.2 | 0.3 | 5 | -4.0 | -11 | -0.9 | -6 | -23 | -12 | 0 |
| CCOCCCNCc1c(Cl)cccc1Cl | -1 | 0.7 | 0.7 | 6 | 1.2 | -6 | -1.1 | -2 | 12 | -23 | -2 |
| CC(C)Cc1cc(C(=O)N2CCN(C(c3ccccc3)c3ccccc3)CC2)no1 | -7 | 2.1 | 3.8 | -2 | -0.5 | 0 | 0.4 | 6 | -5 | -5 | 12 |
| COc1ccc(-n2c(C)nc3cc(C(=O)NCc4ccco4)ccc32)cc1 | -1 | 0.6 | 1.8 | 19 | 2.1 | -3 | -4.5 | 5 | -10 | 5 | 5 |
| COc1ccc(C(=O)OCCN2CCCCC2)cc1 | -4 | 0.9 | -0.1 | 5 | 5.5 | 3 | -0.9 | 5 | 0 | -19 | -5 |
| COC(=O)CCN(C(=O)c1cccc([N+](=O)[O-])c1)c1ccccn1 | -11 | 1.2 | -0.5 | -4 | 0.1 | 7 | 0.7 | -2 | 13 | 1 | -7 |
| O=C1N[C@@H](c2ccccc2)COC(=O)[C@@H](Cc2ccc(F)cc2)CC/C=C/C[C@@H]1CC(=O)N(CCO)Cc1ccccc1 | -7 | -0.4 | 1.0 | 9 | -0.5 | 0 | -1.9 | 5 | 10 | / | 6 |
| Cc1ccc(S(=O)(=O)n2ccc(=O)[nH]2)cc1 | 2 | 1.9 | 3.7 | 4 | 1.0 | -12 | -0.8 | -23 | -8 | -5 | 1 |
| Cc1ccc(NC(=S)N/N=C2\CCCCC2C)cc1 (stereo unspecified) | 6 | -0.6 | 1.1 | -11 | 0.2 | -12 | 2.3 | -21 | 1 | 140 | 3 |
| O=C(Nc1cc2c(cc1Cl)OCCCO2)c1ccccc1 | -4 | -3.1 | 0.3 | 0 | 2.6 | 5 | -0.1 | -16 | -29 | / | 0 |
| COc1cc(Cl)c(NS(=O)(=O)c2cc3[nH]c(=O)c(=O)[nH]c3cc2C)c(OC)c1 | -2 | 0.5 | 6.5 | -1 | 3.9 | 2 | 0.1 | 14 | -4 | -9 | 4 |
| COc1ccc(N2CCN(c3ncnc4nc[nH]c34)CC2)cc1 | 6 | -0.7 | 0.6 | 3 | -0.1 | 6 | -0.5 | -14 | 5 | 336 | 17 |
| CCOc1ccc(NC(=O)CSc2nnc(-c3ccco3)n2C)cc1 | 8 | 3.6 | 0.9 | 1 | 0.7 | 15 | -0.2 | 22 | 6 | -25 | 6 |

Bioassay records deposited in PubChem BioAssay by several laboratories.

Compounds were not picked by outcome; about 2.2% have a hit in one of these screens.
